NPC1 prom act – activators of NPC1 promoter | Huh7 NPC1 promoter luciferase reporter, 24 h | Potency, µM (titrated, usually from 9.22 µM), for inactives: at the highest dose activation, usual class: activators | 2.4% of 320,000 active | AID 485313;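 further: potency means the concentration at half of the fitted maximal effect; % of control where 0% means no effect; nearly all actives have a fitted effect of over 60% in size; reporter is driven by a mutant NPC1 promoter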
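Readout is luciferase luminescence, reflecting NPC1 promoter activation in stably transfected Huh7 cells after 24 h compound exposure at 37 °C in reduced-serum medium with 10% FBS.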
ELG1 repair inh – ELG1-dependent DNA repair inhibition. 2.3% of 330,000 active. HEK293T ELG1-luciferase reporter, luminescence, 16 h; DNA damage induced by 5-fluorouridine. Potency, µM (titrated, usually from 46.1 µM), inactives show top-dose activity change, negative = inhibition, actives largely listed as inhibitors. AID 504467; further: potency means the concentration at half of the fitted maximal effect; on the % scale 0 is the no-effect control and ±100 the full control effect; nearly all actives have a fitted effect of over 55% in size
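HEK293T cells expressing luciferase-tagged ELG1 (2,000/well) received 5-Fluorouridine plus compound or DMSO for 16 hr at 37 °C. Luciferase was read by ONE-Glo luminescence after 30 min at room temperature.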
Rab9 promoter act – activators of Rab9 promoter; Potency, µM (series often up to 9.22 µM), for the others: at the highest dose activation, negative = inhibition, usual class: activators; 2.8% of 320,000 active; AID 485297; Huh7 Rab9 promoter-luciferase reporter, luminescence, 24 h; further: potency means the concentration at half of the fitted maximal effect; % of control where 0% means no effect; nearly all actives have a fitted effect of over 60% in size
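Using Huh7 cells stably transfected with Rab9 promoter–luciferase, compounds were incubated 24 h at 37 °C, 5% CO2; luciferase luminescence was read 10 min after reagent addition.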
ELG1 genotox – induces genotoxicity in HEK293T cells with luciferase-tagged ELG1 | HEK293T ELG1-luciferase reporter, luminescence, 16 h | Potency, µM (doses to about 46 µM), for inactives: top-dose activity change, positive = activation, actives largely listed as activators | 1.3% of 330,000 active; further: potency means the concentration at half of the fitted maximal effect; % of control where 0% means no effect; nearly all actives have a fitted effect of over 60% in size
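HEK293T cells expressing luciferase-tagged ELG1 were treated with compound or DMSO for 16 hr at 37°C. Luciferase activity was then read after 30 min with ONE-Glo at room temperature; rising signal flags genetic stress.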
p53 reactivation – mutant p53 re-activation in reporter cells; H1299 p53-A138V BP100-luciferase reporter, luminescence, 24 h; 0.063% of 320,000 active; Potency, µM (top dose mostly 92.2 µM), without a hit: at the top dose activity change, positive = activation, usual class: activators; further: potency means the concentration at half of the fitted maximal effect; % of control where 0% means no effect; nearly all actives have a fitted effect of over 45% in size
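p53-null H1299 cells stably carrying temperature-sensitive p53-A138V and a BP100-luciferase reporter were pinned with compounds (4-point, 1:5 series) and held 24 hrs at 37 deg C. Luminescence was read 10 min after detection reagent.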
TRPV1 agonist – agonists of human vanilloid receptor 1 (TRPV1). TRPV1-expressing cells, Fluo-8 calcium influx, agonist mode. 0.19% of 320,000 active. Q8NER1. activation, % at 8.33 µM; in the data active means activation above about 80%; inconclusive means between about 30% and that limit; further: 0% is about no effect
Target sequence (Q8NER1 whole entry, looked up): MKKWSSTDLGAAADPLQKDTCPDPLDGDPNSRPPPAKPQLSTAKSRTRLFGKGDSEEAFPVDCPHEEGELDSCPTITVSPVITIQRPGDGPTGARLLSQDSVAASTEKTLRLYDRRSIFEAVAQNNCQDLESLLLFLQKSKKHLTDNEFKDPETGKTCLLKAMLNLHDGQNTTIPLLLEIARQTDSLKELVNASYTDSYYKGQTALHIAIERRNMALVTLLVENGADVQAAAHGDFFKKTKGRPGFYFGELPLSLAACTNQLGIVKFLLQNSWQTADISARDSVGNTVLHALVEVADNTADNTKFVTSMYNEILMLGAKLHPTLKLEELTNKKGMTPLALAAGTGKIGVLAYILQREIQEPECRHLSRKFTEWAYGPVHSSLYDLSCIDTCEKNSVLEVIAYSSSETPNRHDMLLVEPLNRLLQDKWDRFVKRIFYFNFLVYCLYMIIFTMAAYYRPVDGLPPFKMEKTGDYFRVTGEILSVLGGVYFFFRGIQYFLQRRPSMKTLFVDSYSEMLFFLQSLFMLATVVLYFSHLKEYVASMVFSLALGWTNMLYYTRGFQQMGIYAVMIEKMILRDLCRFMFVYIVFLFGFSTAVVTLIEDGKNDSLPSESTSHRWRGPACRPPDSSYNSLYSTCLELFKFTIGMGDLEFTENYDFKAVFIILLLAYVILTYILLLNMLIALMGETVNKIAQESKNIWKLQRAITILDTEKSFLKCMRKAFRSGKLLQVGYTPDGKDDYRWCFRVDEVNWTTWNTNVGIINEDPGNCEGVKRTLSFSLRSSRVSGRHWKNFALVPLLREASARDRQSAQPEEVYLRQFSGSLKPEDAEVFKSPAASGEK
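Cells expressing TRPV1 were dye-loaded with Fluo-8 and read kinetically: 10 s baseline, 3 min after compound (agonist portion), then 2 min after EC20 capsaicin (allosteric enhancer portion). Calcium-bound dye fluorescence at 480/520 nm.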
VP16 counter – inhibits Gal4-VP16 luciferase reporter, ROR gamma counter-screen | Drosophila S2 Gal4-VP16 UAS-luciferase, luminescence, 20 h | Potency, µM (highest dose often 53.6 µM), without a hit: at the highest dose activity, negative = inhibition, actives largely listed as inhibitors | 3.5% of 310,000 active | AID 2546;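 further: Gal4-VP16 expression switched on by copper sulfate through the metallothionein promoter; potency means the concentration at half of the fitted maximal effect; on the % scale 0 is the no-effect control and ±100 the full control effect; nearly all actives have a fitted effect of over 50% in size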
RORgamma inh – ROR gamma (mouse) transcription inhibition; Drosophila S2 Gal4-RORgamma UAS-luciferase reporter, 20 h; P51450; Potency, µM (highest dose often 53.6 µM), inactives show at the highest dose activity change, negative = inhibition, usual class: inhibitors; 5.4% of 310,000 active; further: potency means the concentration at half of the fitted maximal effect; on the % scale 0 is the no-effect control and ±100 the full control effect; nearly all actives have a fitted effect of over 60% in size
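Drosophila S2 cells stably expressing Gal4-DBD/mouse RORγ fusion under metallothionein promoter plus UAS-luciferase; compound 1 h, then 700 uM CuSO4 induction for 20 h at ambient temperature; inhibition read as reduced luminescence.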
FLuc modulator – counter-screen for miR-21 project: firefly luciferase inhibitors or activators. Potency, µM (titrated, usually from 57.5 µM), for inactives: top-dose activity change, negative = inhibition, usual class: inhibitors. P08659. 6.9% of 360,000 active. AID 588342. purified FLuc, Km substrates, luminescence inhibition;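 further: potency means the concentration at half of the fitted maximal effect; plate controls were vehicle for no effect and reference inhibitor for full effect; nearly all actives have a fitted effect of over 55% in size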
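Purified P. pyralis luciferase, 10 nM final, with Km-level 10 uM D-luciferin and 10 uM ATP in 50 mM Tris acetate pH 7.5, 10 mM Mg acetate, 0.01% Tween-20, 0.05% BSA; 6-point qHTS titration about 60 µM downward; luminescence read.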
BRCA1 expr up – increases BRCA1 expression | AID 624202 | Potency, µM (doses to about 46.1 µM), for inactives: at the highest dose activation, usual class: activators | MCF7-BRCA1-FFLuc reporter, luminescence, 48 h; response scale: scaled: vehicle 0%, 10 µM genistein 100% | 1.1% of 380,000 active; further: potency means the concentration at half of the fitted maximal effect; nearly all actives have a fitted effect of over 80% in size; some results filed as inactive show a strong effect at the top dose
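MCF7 cells carrying a BRCA1-firefly luciferase reporter (2000 cells/well, phenol-red free MEM) were attached for 2 h at 37 °C, then given compounds for 48 h. Luminescence was read 15 min after luciferase reagent; activity normalized to genistein (10 microM) and DMSO.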
Tb PFK block – T. brucei PFK enzyme inhibition; O15648; T. brucei PFK, ADP-Glo luminescence; Potency, µM (highest dose often 57.5 µM), for the others: at the highest dose activity, negative = inhibition, actives largely listed as inhibitors; 0.17% of 330,000 active; AID 485367;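 further: potency means the concentration at half of the fitted maximal effect; 0% = uninhibited 1x PFK enzyme wells and -100% = no-enzyme wells; nearly all actives have a fitted effect of over 60% in size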
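Activity is normalized to no-enzyme wells (full inhibition) and 1.25 nM enzyme wells (no inhibition). Reaction: 0.5 mM F6P, 0.1 mM ATP, 45 min RT, ADP-Glo luminescence; concentration-response curves fitted and classed by quality.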
* = called active by the depositor; ? = inconclusive; nt = not tested or not shown; [ ] = dose if it differs, or a comment. Unless noted, the call rests on the fitted dose curve; in most records, active means well fitted curve in the direction sought with a large enough effect; inconclusive means small, poorly fitted or top-dose-only effect, or another doubt; inactive means no such curve, though single readings can be large; an effect the other way counts as inactive or inconclusive. Not a hit list. About 15% of those tested had a hit in this group.

(1) CCCC(=O)Nc1c(-c2cccs2)c(=O)c2ccccc2n1CC
(2) CCCCN1C(=O)C2NN=C(C(=O)OCC)C2C1=O (centres undefined)
(3) CCN1CCCn2c1nc1c2c(=O)n(C)c(=O)n1C
(4) C/C(=N\NC(=O)c1nc2ccccn2c1C)c1ccc2c(c1)OCO2
(5) O=C(CC1C(=O)NCCN1Cc1ccc(F)cc1)NC1CCCCCCC1 (centres undefined)
(6) CCc1nnc(NC(=O)CCC(=O)N2CCN(c3cccc(Cl)c3)CC2)s1
assay / entry,1,2,3,4,5,6
NPC1 prom act,0%,-1%,0%,16%,-17%,-2%
ELG1 repair inh,6%,29%,-8%,?,7%,5%
Rab9 promoter act,-2%,-1%,-1%,23%,-1%,-3%
ELG1 genotox,2%,-4%,0%,2%,0%,-3%
p53 reactivation,-8%,1%,-11%,22%,2%,-7%
TRPV1 agonist,1,4,-1,3,0,14
VP16 counter,-5%,1%,-2%,?,-3%,0%
RORgamma inh,13%,5%,13%,-80%,21%,-2%
FLuc modulator,1%,-2%,3%,?,1%,2%
BRCA1 expr up,nt,56%,3%,55%,-19%,-2%
Tb PFK block,1%,-2%,4%,-2%,3%,?

(7) O=S1(=O)CCN(Cc2ccc(F)cc2)CC1
(8) CCCCOc1ccc(C(=O)N/C(=C\c2ccc(OC)cc2)C(=O)OCc2ccco2)cc1
(9) Cc1ccccc1-c1nnc(SCC(=O)NCc2ccc3c(c2)OCO3)n1C
(10) COc1ccccc1CNC(=O)CCCC(=O)n1nc(C)c2ccccc21
(11) Cc1n[nH]c(C)c1CCCOc1ccccc1
(12) CSCCC(NC(=O)COc1ccccc1)C(=O)N1CCCC(C(F)(F)F)C1 (centres undefined)
assay / entry,7,8,9,10,11,12
NPC1 prom act,-2%,-1%,-3%,-3%,2%,1%
ELG1 repair inh,?,-3%,-8%,-2%,-5%,0%
Rab9 promoter act,1%,8%,-1%,-2%,0%,2%
ELG1 genotox,0%,-1%,2%,-3%,1%,9%
p53 reactivation,-2%,9%,-2%,-2%,-2%,-1%
TRPV1 agonist,0,-3,-4,3,19,11
VP16 counter,3%,0%,3%,-9%,?,nt
RORgamma inh,0%,8%,-1%,12%,?,nt
FLuc modulator,-1%,0%,2%,2%,-20%,0%
BRCA1 expr up,4%,-37%,14%,-1%,-16%,1%
Tb PFK block,0%,-1%,1%,-9%,3%,0%

(13) CCN(CC)C(=O)Oc1ccnc2cc(Cl)ccc12
(14) On1c(-c2ccco2)nc2c1CCc1nonc1-2
(15) O=c1[nH]c2ccc(N/C(=N/S(=O)(=O)c3ccccc3)c3ccccc3)cc2[nH]1
(16) Cc1ccc(NC(=O)c2ccc(-n3cccn3)c([N+](=O)[O-])c2)cc1
(17) NNC(=O)c1cc(-c2ccc(N)cc2)nc2ccc(Br)cc12
(18) CC(=O)NCc1ccc(C(=O)O)cc1
assay / entry,13,14,15,16,17,18
NPC1 prom act,-2%,0%,-1%,1%,4%,3%
ELG1 repair inh,9%,19%,9%,-10%,?,-8%
Rab9 promoter act,-13%,-2%,0%,1%,1%,0%
ELG1 genotox,-11%,0%,1%,-2%,2%,0%
p53 reactivation,-4%,-6%,-7%,6%,-1%,3%
TRPV1 agonist,1,-2,3,?,10,2
VP16 counter,-5%,5%,-5%,2%,?,-2%
RORgamma inh,?,16%,37%,?,10µM*,-37%
FLuc modulator,3%,-11%,2%,?,?,6%
BRCA1 expr up,-34%,6%,-5%,3%,-46%,-2%
Tb PFK block,1%,3%,18%,2%,-3%,2%

(19) C#CCNc1nc(C)nc2c1nnn2Cc1ccccc1F
(20) Cc1ccc(OCC(=O)N/N=C\c2cccn2C)c([N+](=O)[O-])c1
(21) COc1cc(C(C)=O)ccc1OCC(O)CN1CCN(S(=O)(=O)c2ccccc2)CC1 (centres undefined)
(22) O=C(COC(=O)c1ccc(S(=O)(=O)Nc2ccccc2)cc1)NCc1ccco1
(23) O=C(Nc1ccccc1Cc1ccccc1)c1ccccc1F
(24) C=CCNC(=O)NC(=O)COn1nnc2ccc(S(=O)(=O)N(C)C)cc21
assay / entry,19,20,21,22,23,24
NPC1 prom act,2%,5%,0%,1%,3%,-1%
ELG1 repair inh,-5%,?,-9%,6%,0%,?
Rab9 promoter act,2%,15%,0%,2%,1%,12%
ELG1 genotox,1%,10%,-1%,0%,4%,2%
p53 reactivation,2%,13%,-2%,-2%,3%,4%
TRPV1 agonist,-2,-3,3,3,0,0
VP16 counter,-3%,-10%,-6%,-15%,-19%,-12%
RORgamma inh,-1%,?,-23%,4%,-1%,11%
FLuc modulator,2%,11µM*,-1%,1%,1%,1%
BRCA1 expr up,1%,32%,-5%,1%[1.84 µM],-2%,16%
Tb PFK block,-5%,0%,-1%,0%,-1%,0%

Two entries from above, with values under each structure:
Values run as follows: NPC1 prom act	ELG1 repair inh	Rab9 promoter act	ELG1 genotox	p53 reactivation	TRPV1 agonist	VP16 counter	RORgamma inh	FLuc modulator	BRCA1 expr up	Tb PFK block
21: COc1cc(C(C)=O)ccc1OCC(O)CN1CCN(S(=O)(=O)c2ccccc2)CC1 (centres undefined)
 : 0%	-9%	0%	-1%	-2%	3	-6%	-23%	-1%	-5%	-1%
22: O=C(COC(=O)c1ccc(S(=O)(=O)Nc2ccccc2)cc1)NCc1ccco1
 : 1%	6%	2%	0%	-2%	3	-15%	4%	1%	1%[1.84 µM]	0%

Remaining list, next part.
(25) COc1ccc(C(=O)NC2CC2)cc1OC1CCN(Cc2ccc(SC)cc2)CC1
(26) COc1ccc(CCN2C(=O)NC(NC(=O)C(C)(C)C)(C(F)(F)F)C2=O)cc1OC (centres undefined)
(27) CCCCNC(=O)C1CCCN1C(=O)Nc1ccccc1 (centres undefined)
(28) COc1ccccc1COn1c(=O)c(-c2ccco2)[n+]([O-])c2ccccc21
(29) CC[C@]12c3[nH]c4ccc(Cl)cc4c3CCN1C(=O)[C@@H](CC(=O)NCCN1CCOCC1)C[C@@H]2C(=O)N1CCN(C(=O)C2CC2)CC1
(30) Cc1ccc(CNC(=O)CCCn2c(=O)c3ccccc3n(CC(=O)NC3CCCC3)c2=O)cc1
assay / entry,25,26,27,28,29,30
NPC1 prom act,1%,-3%,1%,1%,nt,1%
ELG1 repair inh,-4%,4%,-4%,?,3%,-5%
Rab9 promoter act,-1%,1%,-4%,9%,nt,0%
ELG1 genotox,1%[9.26 µM],1%,1%,-10%,6%,-3%
p53 reactivation,-6%,-5%,-5%,-3%,5%,5%
TRPV1 agonist,1,1,-3,5,nt,0
VP16 counter,-3%,-8%,2%,22%,nt,0%
RORgamma inh,-1%,-2%,36%,-17%,nt,-10%
FLuc modulator,-1%,-2%,2%,-6%,nt,3%
BRCA1 expr up,-9%,1%,2%,-5%,-6%,1%
Tb PFK block,2%,-23%,7%,0%,0%,7%

(31) COc1ccc(O[C@H]2C=C[C@@H](c3ccccc3)O[C@@H]2COC(=O)CCC(C)=NO[C@@H]2O[C@H](COC(C)=O)[C@@H](OC(C)=O)[C@H](OC(C)=O)[C@H]2OC(C)=O)cc1
(32) COc1ccc(F)cc1S(=O)(=O)Nc1cc2c3c(c1)CCC(=O)N3CCC2
(33) Cc1ccc(-n2c(Cc3noc4ccccc34)n[nH]c2=S)cc1
(34) Cc1ccc(C(=O)NNC(=O)COC(=O)COc2ccccc2C#N)cc1
(35) COc1ccc(-c2cnc[nH]2)cc1
(36) O=C1/C(=N\O)Cc2ccccc21
(37) COc1ccc(NC(=O)CSc2nc(O)c(Cc3ccccc3)c(=O)[nH]2)cc1
(38) CC(C)CC(NS(=O)(=O)c1ccccc1)C(=O)O (centres undefined)
(39) Cc1ccccc1NS(=O)(=O)c1c(C(=O)N2CCCCCC2)c(C)n(C)c1C
assay / entry,31,32,33,34,35,36,37,38,39
NPC1 prom act,-2%,-3%,-1%,-1%,5%,7%,16%,2%,2%
ELG1 repair inh,?,?,28%,21%,2%,3%,0%,-2%,17%
Rab9 promoter act,1%,1%,-3%,-5%,2%,3%,17%,-2%,-7%
ELG1 genotox,0%,9%,-2%,1%,0%,0%,-8%,-1%,-1%
p53 reactivation,-5%,-5%,0%,9%,4%,15%,12%,-2%,-5%
TRPV1 agonist,2,-3,-10,3,-1,4,3,0,0
VP16 counter,-7%,nt,-27%,nt,-3%,-17%,3%,4%,?
RORgamma inh,?,nt,-7%,nt,25%,22%,22%,-33%,-18%
FLuc modulator,-1%,2%,-9%,nt,-20%,-6%,-5%,0%,-1%
BRCA1 expr up,nt,-51%,-13%,10%,35%,5%,0%,2%,0%
Tb PFK block,6%,10%,14%,0%,-1%,0%[0.46 µM],-4%,-1%,-1%
